# Screening data (PubChem)
# N370S GC = inhibits or activates N370S mutant glucocerebrosidase; N370S GC spleen homogenate, 4MU-glucoside fluorescence; AID 2101; actives 0.092% (n = 330,000); P04062; Potency, µM (highest dose often 59.4 µM), for the others: at the highest dose activity change, negative = inhibition, usual class: inhibitors;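 note: 0% = full enzyme activity and -100% = no enzyme basal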
# DT40 TDP1 no CPT = qHTS for Inhibitors of human tyrosyl-DNA phosphodiesterase 1 (TDP1): qHTS in cells in absence of CPT | DT40 Tdp1-/- hTDP1 cells, no CPT, ATP luminescence, 48 h | Potency, µM (series often up to 46.2 µM), for the others: at the highest dose activity change, negative = growth inhibition, hits mostly inhibitors | actives 15% (n = 420,000); note: nearly all actives have a fitted effect of over 55% in size
#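 No-CPT arm: Tdp1-/-;hTDP1 DT40 cells (400/well) plus compounds, incubated ≥48 hr at 37 °C. Readout CellTiter-Glo luminescence.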
# TDP1 block = blocks human tyrosyl-DNA phosphodiesterase 1; Q9NUW8; recombinant TDP1, AlphaScreen DNA substrate cleavage; Potency, µM (series often up to 130 µM), inactives show top-dose activity change, negative = inhibition, hits mostly inhibitors; actives 0.28% (n = 350,000); note: nearly all actives have a fitted effect of over 40% in size
# Target sequence (Q9NUW8 whole entry, looked up): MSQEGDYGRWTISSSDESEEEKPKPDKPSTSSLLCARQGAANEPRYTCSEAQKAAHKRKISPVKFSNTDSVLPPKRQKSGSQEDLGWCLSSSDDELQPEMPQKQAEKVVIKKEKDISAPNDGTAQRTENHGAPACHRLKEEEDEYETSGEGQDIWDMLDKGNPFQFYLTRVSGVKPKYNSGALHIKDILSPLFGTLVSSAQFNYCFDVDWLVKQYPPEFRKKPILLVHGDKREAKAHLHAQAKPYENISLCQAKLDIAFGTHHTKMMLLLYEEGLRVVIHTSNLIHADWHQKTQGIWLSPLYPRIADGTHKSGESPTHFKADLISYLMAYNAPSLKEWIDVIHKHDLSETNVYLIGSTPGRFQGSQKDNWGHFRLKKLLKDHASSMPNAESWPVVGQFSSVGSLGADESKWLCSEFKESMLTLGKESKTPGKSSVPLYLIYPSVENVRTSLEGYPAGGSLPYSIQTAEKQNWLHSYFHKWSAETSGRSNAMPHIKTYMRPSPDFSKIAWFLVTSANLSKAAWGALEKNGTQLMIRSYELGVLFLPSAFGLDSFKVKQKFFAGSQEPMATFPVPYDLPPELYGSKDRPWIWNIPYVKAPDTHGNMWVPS
#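 AlphaScreen read-out: signal falls as enzyme removes the 3' tyrosine-FITC from a 5'-biotinylated DNA oligo (15 nM, 5 min, RT). Enzyme was E. coli-made recombinant Tdp1 at 1 nM, exposed to compound for 15 min beforehand; beads 10 ug/ml, 10 min.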
# An asterisk follows results filed as active; ? = inconclusive; / = not tested or not shown; & = joins results of further samples; [ ] = remark or other dose. Calls come from the whole dose curve; as a rule, active = well fitted curve in the direction sought with a large enough effect; inconclusive = small, poorly fitted or top-dose-only effect, or another doubt; inactive = no such curve, though single readings can be large; an effect the other way counts as inactive or inconclusive. Unless noted, % is set by controls: 0 for no effect and ±100 for the full control effect; potency is the fitted concentration of half-maximal effect. Only part of the results is shown. The share of hits here may be higher or lower than overall.
SMILES,N370S GC,DT40 TDP1 no CPT,TDP1 block
O=C(CNS(=O)(=O)c1ccc2ccccc2c1)OCc1csc(-c2ccccc2)n1,15%,21µM*,3%
O=C(NNC(=O)c1ncc(Cl)c(Cl)c1Cl)c1ccc(F)cc1,-8%,?,2%
COc1ccc(C(=O)C2CCCN(C(=O)c3cccs3)C2)cc1F (stereo not given),-4%,?,0%
CCc1ccc(OC)c(S(=O)(=O)NCCOc2ccccc2)c1,2%,-23%,7%
Nc1nc(-c2ccccc2)c(N=Nc2ccccc2Cl)s1,10µM*,16µM*,10%
Cc1oc(C(=O)O)cc1COc1cccc2ccccc12,6%,2%,/
COc1cc(C(=O)Nc2nnc(CC(C)C)s2)c([N+](=O)[O-])cc1OC,3%,-6%,-1%
CNC(=O)c1[nH]cnc1C(=O)Nc1ccccn1,10%,3%,5%
CCCCCCNC(=O)Nc1ccc(S(=O)(=O)Nc2ccc(CCNC[C@H](O)COc3ccc(O)cc3)cc2)cc1,7.9µM*,/,19%
O=C(NCc1ccc2c(c1)OCO2)c1cc(-c2cc(Cl)ccc2O)n[nH]1,-1%,-17%,3%
C=C(C)COc1ccc(-c2nc(N)nc(C(F)(F)F)c2-c2ccc(OC)cc2)c(O)c1,12%,?,/
O=c1cc(-c2ccccc2)nc2c(-c3ccccc3)c(C(F)(F)F)[nH]n12,?,?,3%
COc1cc(/C=N/NC(=O)CCc2c(C)n[nH]c2C)cc(OC)c1OC,10%,-26%,4%
Cc1ccccc1N1C(=O)C(Cl)=C(N2CCN(c3ccccc3)CC2)C1=O,-17%,-14%,2%
CCCN1CCC(=O)N(CCO)CC1,-1%,1%,/
COc1ccc(OC)c(CNS(=O)(=O)c2cc(CN3C(=O)c4cccnc4C3=O)ccc2OC)c1,-25%,23%,4%
CCOc1ccc(-c2nc3c(c(SCC(=O)N4CCCCC4)n2)Cc2ccccc2O3)cc1,/,-10%,-1%
COc1ccc(-n2c(C)n[nH]c2=O)cc1OC,-8%,-14%,-1%
O=C(CCC1CCCC1)Nc1cc(C(F)(F)F)ccc1N1CCOCC1,7%,?,9%
CCOC(=O)c1c(NC(=O)CSc2nnc(-c3cccc(C)c3)n2CC)sc(C(C)=O)c1C,?,23µM*,6%
O=C(CC1CCCCC1)OCn1nnc2ccccc2c1=O,20%,-21%,-2%
Cc1cc(C)c(NC(=O)CS(=O)CC(=O)Nc2ccc(F)cc2F)c(C)c1 (stereo not given),-4%,3%,/
CCC(C)NS(=O)(=O)c1cc2c3c(c1)CCN3C(=O)CC2 (stereo not given),-11%,-1%,-4%
Cc1[nH]c2ccccc2c1NC(=O)CN1CCN(Cc2ccc3c(c2)OCO3)CC1,0%,/,4%
CCOC(=O)c1sc(N)nc1-c1ccccc1,?,-13%,-3%
Cc1cccc(-n2c(Cc3ccccc3)nnc2SCc2nc(-c3cccs3)no2)c1,/,?,2%
Cc1cc(C)n2nc(C)c(Br)c2n1,-13%,2%,3%
CCc1nc(C#N)c(N2CCCCC2)o1,17%,0%,-4%
O=C(C(=O)c1cccnc1)c1cccnc1,0%,?,/
O=C(CSc1cn[nH]n1)Nc1ccc(O)c(C(=O)O)c1,6%,-9%,/
CCSc1nnc2n1C(C)(C)Cc1ccccc1-2,23%,0%,-1%
COC(C(=O)Nc1ccnn1C1CCN(Cc2ccc(C)o2)CC1)c1ccccc1 (stereo not given),-4%,10%,1%
CC(NC(=O)c1cccs1)c1n[nH]c(=S)n1C (stereo not given),14%,-12%,-3%
COc1ccc(C2=NS(=O)(=O)N(C)C(C(=O)NC3CCCC3)=C2)cc1OC,-11%,?,/
CNC[C@H]1Oc2c(NS(=O)(=O)c3ccc(F)cc3)cccc2C(=O)N([C@H](C)CO)C[C@@H]1C,/,-14%,0%
Cn1c(=O)c2c(n(C)c1=O)=NC1(CCCCC1)N=2,0%,-7%,/
CC(NS(=O)(=O)c1cccc(S(=O)(=O)c2ccccc2)c1)C(=O)O (stereo not given),26%,-11%,0%
CC1(C)O[C@@H]2C[C@H]3[C@H]4C[C@H](F)C5=CC(=O)CC[C@]5(C)[C@@H]4[C@H](O)C[C@]3(C)[C@]2(C(=O)CO)O1,1%[21.6 µM],/,12%[21 µM]
Cc1ccc(N(CC(=O)NCc2ccco2)C(=O)CCC(=O)Nc2nccs2)cc1C,-3%,-24%,1%
CC1(C)C=C2[C@H]3CC[C@@H]4[C@@]5(C)CCC(=O)C(C)(C)[C@@H]5CC[C@@]4(C)[C@]3(C)CC[C@@]2(C(=O)O)CC1,6%,8.2µM*,5%

# Record cards, from the list above:
# O=C(NNC(=O)c1ncc(Cl)c(Cl)c1Cl)c1ccc(F)cc1 is entered as N370S GC: -8%; DT40 TDP1 no CPT: ?; TDP1 block: 2%
# Cc1cc(C)c(NC(=O)CS(=O)CC(=O)Nc2ccc(F)cc2F)c(C)c1 (stereo not given) is entered as N370S GC: -4%; DT40 TDP1 no CPT: 3%; TDP1 block: /

# Taken from above.
# Cc1cc(C)n2nc(C)c(Br)c2n1 | N370S GC = -13%
# Cn1c(=O)c2c(n(C)c1=O)=NC1(CCCCC1)N=2 | N370S GC = 0%
# COC(C(=O)Nc1ccnn1C1CCN(Cc2ccc(C)o2)CC1)c1ccccc1 (stereo not given) | TDP1 block = 1%

# (further entries)
SMILES,N370S GC,DT40 TDP1 no CPT,TDP1 block
O=C(COc1ccc([N+](=O)[O-])cc1)N1CCc2ccccc2C1,-11%,-3%,/
S=c1[nH]nc(COc2ccccc2)n1/N=C/c1ccc(Cl)c(Cl)c1,-22%,-10%,/
CC(C(=O)NN)c1ccc([N+](=O)[O-])cc1 (stereo not given),7%,-15%,-3%
COc1ccc(S(=O)(=O)NCC(=O)N(CC(=O)NC(C)(C)C)Cc2cccs2)cc1,-22%,-3%,0%
COc1ccc(S(=O)(=O)N(C)CC(=O)Nc2cccc(C(C)=O)c2)cc1C,5%,?,1%
O=S(=O)(NC1=NCCC1)c1ccc(F)cc1,7%,-1%,2%
NS(=O)(=O)c1ccc(N/N=C/c2ccc(O)c(O)c2O)c([N+](=O)[O-])c1,-18%,?,-10%
CC(C)CNS(=O)(=O)c1ccc(CCC(=O)Nc2ccc3c(c2)OCCO3)cc1,7%,-26%,-2%
COc1ccc(CNC(=O)C/C(C)=N/NC(=O)COc2ccccc2)cc1,-14%,14%,5%
Cc1ccnc(N(C(=O)Nc2ccccc2)C2=NCC(C)(C)S2)c1,10%,0%,/
CCCn1c(SCC(=O)N2c3ccccc3CC2C)nnc1-c1ccco1 (stereo not given),-1%,?,-2%
COc1ccc(-c2nnc(NC(=O)c3ccccc3[N+](=O)[O-])s2)c(OC)c1,-5%,6%,/
O=C(CCN1CCN(c2ccccc2)CC1)NNC(=O)c1cccc2ccccc12,-21%,?,-1%
O=C(NCc1csc2ccc(Cl)cc12)Nc1ccccc1,4%,?,0%
Cc1ccsc1/C=C1\SC(=S)N(CC2CCCO2)C1=O (stereo not given),8%,-6%,7%
O=C(CCNC(=O)c1ccc([N+](=O)[O-])cc1)Nc1ccc(F)cc1F,-6%,10%,/
CCN(CC(=O)NCc1ccc(F)cc1)C(=O)C(C)Oc1cccc(Cl)c1 (stereo not given),/,-9%,0%
CC(=O)c1cccc(NC(=O)CNC(=O)c2sc3ccccc3c2Cl)c1,0%,?,/
Cc1cc(NC(=O)COC(=O)CCS(=O)(=O)c2cc(Cl)ccc2Cl)no1,-6%,?,8%
COc1ccc2nc(NC(=O)C3CCCN(S(=O)(=O)c4cccs4)C3)sc2c1 (stereo not given),30%,18µM*,9%

# An excerpt from above in order of length of the SMILES, descending.
SMILES,N370S GC,DT40 TDP1 no CPT,TDP1 block
CC(C)CNS(=O)(=O)c1ccc(CCC(=O)Nc2ccc3c(c2)OCCO3)cc1,7%,-26%,-2%
CCN(CC(=O)NCc1ccc(F)cc1)C(=O)C(C)Oc1cccc(Cl)c1 (stereo not given),/,-9%,0%
O=C(COc1ccc([N+](=O)[O-])cc1)N1CCc2ccccc2C1,-11%,-3%,/

# (cont.)
SMILES,N370S GC,DT40 TDP1 no CPT,TDP1 block
O=C(Nc1nnc(-c2ccco2)o1)c1ccc(S(=O)(=O)N2CCOCC2)cc1,-1%,?,6%
O=C(Cc1c(F)cccc1Cl)Nc1ccc(S(=O)(=O)Nc2nccs2)cc1,-20%,-8%,/
Cc1cccc(N/C(N)=N/c2nc(CSc3ccc(Cl)cc3)cc(=O)[nH]2)c1,-4%,9.2µM*,6%
O=C(c1cnc2sccn2c1=O)N1CCCc2ccccc21,2%,1%,-1%
Cc1oc2ncn(CC(C)C)c(=O)c2c1C(=O)N(CCN(C)C)Cc1ccccc1,/,-9%,2%
COc1ccc(C)cc1NC(=O)CCNC(=O)Cn1ccc2ccccc2c1=O,0%,2%&-9%,3%&0%
O=C(c1csnn1)N1CCC[C@@]2(CCN(c3ccccc3)C2)C1,-11%,?,/
Oc1ccc(Cl)cc1/C=C/c1ccc2cccc(O)c2n1,-5%,26µM*,11%
COc1cc(/C=C2\SC(c3ccccc3)=NC2=O)cc(Cl)c1O,4%,?,5%
O=C(CSC1=NS(=O)(=O)c2ccccc2N1)Nc1nccs1,-2%,3%,0%
Cc1ccc(NC(=O)c2csc3c2CCCC3)cc1,25%,-11%,-4%
CNC(=O)CSc1nc(N)c2c3c(sc2n1)CCC3,0%,2%,1%
CCOc1ccccc1Oc1coc2cc(O)ccc2c1=O,2%,?,4%
Cc1ccc2nc(-c3ccccc3)c(NC(=O)c3ccco3)n2c1,-2%,-3%,7%
Cc1ccc(S(=O)(=O)c2nc(-c3ccco3)oc2N2CCC(C)CC2)cc1,1%,?,9%
CC(C)(C)NC(=O)C(Cc1ccccc1)N1C(=O)c2ccccc2C1=O (stereo not given),8%,8%,0%
C[C@@]12C[C@@H](O)[C@H]3[C@@H](CCC4=CC(=O)CC[C@]43C)[C@H]1CC[C@H]2C(=O)CO,-4%[21.6 µM],/,-2%[21 µM]
Nc1ccccc1-c1ccccc1N,9%,4%,5%
Cc1ccc(S(=O)(=O)NCc2ccncc2)cc1C,-5%,1.3µM*,6%
Cc1ccc(NC(=O)CCSc2nnc(Cc3ccccc3)o2)cc1,-1%,-6%,-1%

# Shown with tabs: 3 of the compounds above.
smiles	N370S GC	DT40 TDP1 no CPT	TDP1 block
Cc1cccc(N/C(N)=N/c2nc(CSc3ccc(Cl)cc3)cc(=O)[nH]2)c1	-4%	9.2µM*	6%
O=C(c1cnc2sccn2c1=O)N1CCCc2ccccc21	2%	1%	-1%
Cc1oc2ncn(CC(C)C)c(=O)c2c1C(=O)N(CCN(C)C)Cc1ccccc1	/	-9%	2%

# More structures follow:
SMILES,N370S GC,DT40 TDP1 no CPT,TDP1 block
O=C1N=c2ccccc2=C1c1sc(=S)n(NC(=O)c2ccccc2)c1O,3%,?,-1%
Nc1cc(N)nc(SCC(=O)NC(=O)NC2CCCC2)n1,/,-9%,-4%[56.1 µM]
O=C(CCC(=O)N1CCOc2ccc(Cl)cc21)N1CCN(c2ccccn2)CC1,-2%,?,/
COc1cc(C)ccc1OCc1cc(C(=O)N2CCC(c3ccc(F)cc3)C2)no1 (stereo not given),3%,2.3µM*,2%
CSc1nnc(-c2sccc2-n2cccc2)o1,9%,-19%,5%
Cn1nc([N+](=O)[O-])c(C(C#N)c2nc3ccccc3n2C)c(Cl)c1=O (stereo not given),8%,23µM*,5%
COc1cc(Cl)c(NC(=O)CN(C)S(=O)(=O)c2ccc3[nH]c4c(c3c2)CCCC4)c(OC)c1,/,18µM*,2%
Cc1ccc(S(=O)(=O)Nc2cccc(C(=O)NCC(c3ccco3)N3CCCCC3)c2)cc1F (stereo not given),-15%,21µM*,0%
COc1ccc(C(=O)COC(=O)c2ccc(NC(C)=O)cc2)cc1[N+](=O)[O-],-2%,-3%,4%
Cc1nn(CC#N)c(=O)n1-c1cccc(F)c1,-8%,-19%,6%
CC(C)(C)NC(=O)CSCc1ccc(Br)cc1,-1%,-23%,3%
COCCNC(=O)CN1CCCCCC1,-10%,12%,/
COc1cc(/C=C(\C#N)c2ccccn2)ccc1OCc1ccccc1Cl,5%,?,/
Cc1ccc(/C(N)=N/OC(=O)CCc2ccccc2)cc1,0%,-6%,-11%
CCN(CC)CCCNC(=O)c1cn(CC(C)C)c(=O)c2c1c1ccccc1n2C,15%,-19%&-5%,-1%
O=C1Nc2ccc(S(=O)(=O)Nc3ccccc3O)c3cccc1c23,/,-22%,-6%
O=c1[nH]ncc(N/N=C\c2ccc(O)cc2O)c1Cl,-13%,?,7%
Cc1nonc1NCn1nnc2ccccc21,7%,-30%,3%
Cc1ccc(NC2CCCN(C(=O)c3cc(C(C)C)[nH]n3)C2)cc1C (stereo not given),-5%,-19%,7%
